High-throughput results (PubChem BioAssay)
MsrA inhibitor: inhibitors of bovine MsrA. purified bovine MsrA, absorbance read-out. AID 651718. inhibition, % at 15.5 µM. 360,000 compounds, 0.75% hits; in the data active = inhibition above about 4.5%;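 note: 0% = vehicle wells with enzyme and 100% = reference inhibitor wells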
DNMT1 block: blocks human DNA methyltransferase DNMT1; P26358; DNMT1 molecular beacon, Hinp1I cleavage, fluorescence; inhibition (reported as % activation of signal), % at 10 µM; 360,000 compounds, 0.83% hits; in the data active = inhibition above about 50%
NadD block: blocks S. aureus nicotinate mononucleotide adenylyltransferase | purified NadD enzyme, colorimetric absorbance read-out | inhibition, % at 20 µM | 360,000 compounds, 0.78% hits; in the data active = inhibition above about 26%; note: some compounds past the cut are filed as inactive
LMPTP inh: blocks human LMPTP phosphatase. P24666. recombinant LMPTP-A, OMFP fluorogenic substrate, fluorescence intensity. inhibition, % at 20 µM. 360,000 compounds, 0.22% hits. AID 651560;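 active = compounds that cut the enzyme signal by at least half of the control window in the single-dose screen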;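 note: plate controls were DMSO wells with enzyme plus substrate for no effect and substrate without enzyme for full effect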
Target sequence (P24666 whole entry, looked up): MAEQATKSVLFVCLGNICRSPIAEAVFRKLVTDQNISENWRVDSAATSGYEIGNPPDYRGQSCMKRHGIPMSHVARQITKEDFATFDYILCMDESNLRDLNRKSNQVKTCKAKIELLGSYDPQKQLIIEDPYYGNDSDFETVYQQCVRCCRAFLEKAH
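Test system: LMPTP-A phosphatase enzyme. Amount: LMPTP-A at 0.625 nM final in the reaction. Reagent: OMFP substrate, 400 µM final. Times: 50 min at room temperature. Signal: endpoint fluorescence intensity from OMFP dephosphorylation. Read-out basis: % inhibition. Benchmarks: no-enzyme and uninhibited controls.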
STEP inh: inhibitors of human striatal-enriched phosphatase STEP | P54829 | recombinant STEP, OMFP fluorogenic substrate, fluorescence | inhibition, % at 20 µM | 360,000 compounds, 0.25% hits | AID 588621;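 active = inhibition at 20 µM, scaled per plate between control wells, above about 37%, limit read from the data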;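 note: 0% = DMSO with enzyme and substrate and 100% = substrate only without enzyme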
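Material: STEP (striatal-enriched tyrosine phosphatase) enzyme, cell-free | Medium: 50 mM Bis-Tris pH 6.0 with 2.5 mM DTT and 0.005% Tween 20 | Read-out: Percent inhibition scaled to no-enzyme and uninhibited-enzyme controls, plate-pattern corrected | Signal: Fluorescence read at 480 nm ex / 540 nm em | Times: 20 min reaction, room temperature, in the dark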
Scp-1 inhibitor: inhibitors of human Scp-1 phosphatase; Q9GZU7; Recombinant Scp1, phosphopeptide, malachite green phosphate absorbance; inhibition, % at 20 µM; 340,000 compounds, 0.88% hits; AID 493091;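 active = inhibition above about 50% at 20 µM, limit read from the data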;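 note: plate controls were DMSO wells with enzyme for no effect and wells lacking enzyme for full effect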
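assay system = SCP-1 phosphatase catalytic domain, residues 76-261 | buffer or medium = 50 mM Tris acetate pH 5.5, 0.005% Tween-20, 10 mM MgCl2 | incubation = enzyme reaction 45 min at room temperature, colour 5 min, stabilisation 30 min | signal = Phosphate-binding colour reagent, absorbance read at 630 nm | measure = % inhibition at 20 µM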
CSN inh: inhibitors of human CSN-mediated cullin deneddylation; Q92905; Purified CSN, SCF-Nedd8-OG deneddylation, fluorescence polarization; inhibition, % at 12.5 µM; 360,000 compounds, 0.38% hits; AID 651999;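 active = pattern-corrected inhibition above about 35%, with an unprinted fluorescence ratio check between 0.5 and 1.5, limit read from the data, passing the limit was not always enough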;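 note: 0% = enzyme with substrate and 100% = substrate without enzyme; some results filed as inactive read as strong as hits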
Target sequence (Q92905 whole entry, looked up, one chain of several): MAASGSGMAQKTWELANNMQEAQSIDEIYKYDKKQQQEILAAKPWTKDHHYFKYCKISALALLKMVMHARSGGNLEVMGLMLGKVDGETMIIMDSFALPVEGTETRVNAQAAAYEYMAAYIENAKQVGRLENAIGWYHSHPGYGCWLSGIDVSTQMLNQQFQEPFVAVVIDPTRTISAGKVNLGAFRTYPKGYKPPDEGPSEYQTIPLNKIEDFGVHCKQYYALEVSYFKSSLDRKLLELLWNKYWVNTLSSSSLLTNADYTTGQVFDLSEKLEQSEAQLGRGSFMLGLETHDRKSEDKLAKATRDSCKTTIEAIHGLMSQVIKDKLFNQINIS
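Assay system: Purified human Csn5 enzyme expressed in HEK293T cells | Amount: Enzyme 0.24 nM | Measured by: Fluorescence polarization readout | Medium: Tris/NaCl/DTT buffer, pH 7.5 | Compound dosing: One concentration, 12.5 µM, 0.25% DMSO | Times: 90 min incubation of compound, enzyme and substrate at room temperature | Control set: no-enzyme wells high, enzyme-with-substrate wells low | Read-out: % inhibition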
TbMetRS inhib: Trypanosoma brucei MetRS inhibition. AID 624268. purified T. brucei MetRS, ATP depletion, Kinase-Glo luminescence. inhibition, % at 11.9 µM. 360,000 compounds, 0.4% hits;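 active = inhibition above a per-plate cutoff of the control wells' mean inhibition plus 3 SD, cut at about 5.5% in these data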;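 note: 0% = DMSO wells median and 100% = median of wells with control inhibitor compound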
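assay system = parasite MetRS enzyme | timing = 15 min preincubation, 2 h reaction, all 25 °C | evaluation = percent inhibition relative to median high and low control wells | medium = HEPES buffer containing pyrophosphatase, BSA, spermine, DTT | compound = single dose, 11.9 µM final nominal, 0.9% final DMSO | detection = Kinase-Glo luminescence, ATP depletion format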
SUMO1 PPI mod: alters human SUMO1 binding to SIM partners; P63165; SUMO1 binding to a labelled peptide, TR-FRET, 1 h; inhibition, % at 20 µM; 360,000 compounds, 0.33% hits; AID 602429; in the data active = inhibition above about 37%
Target sequence (P63165 whole entry, looked up): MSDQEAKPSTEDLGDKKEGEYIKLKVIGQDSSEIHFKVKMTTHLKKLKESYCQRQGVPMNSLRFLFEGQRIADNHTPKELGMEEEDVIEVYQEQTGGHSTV
Rpn11 block: Rpn11 (human) deubiquitinase inhibition; human 26S proteasome, Ub4-pepOG fluorescence polarization; 20S core pre-blocked with epoxomicin; calls only at 20 µM; 360,000 compounds, 0.59% hits; O00487;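 active = inhibition at 20 µM, scaled to each plate's controls, above about 33%, limit read from the data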
Target sequence (O00487 whole entry, looked up): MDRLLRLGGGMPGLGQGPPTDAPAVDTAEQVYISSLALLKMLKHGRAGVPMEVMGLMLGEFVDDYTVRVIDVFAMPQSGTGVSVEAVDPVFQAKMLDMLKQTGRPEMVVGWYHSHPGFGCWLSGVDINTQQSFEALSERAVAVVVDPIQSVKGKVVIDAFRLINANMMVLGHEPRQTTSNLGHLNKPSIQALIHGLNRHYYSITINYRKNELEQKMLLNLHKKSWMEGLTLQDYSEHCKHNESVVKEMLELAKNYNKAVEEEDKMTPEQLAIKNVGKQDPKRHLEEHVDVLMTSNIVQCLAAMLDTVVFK
* hit, by the source's call; i = inactive; x = not tested or not shown.

SMILES	MsrA inhibitor	DNMT1 block	NadD block	LMPTP inh	STEP inh	Scp-1 inhibitor	CSN inh	TbMetRS inhib	SUMO1 PPI mod	Rpn11 block
COc1ccc(N2CC(C(=O)Nc3ccncc3)CC2=O)cc1 (configuration not stated)	0.7	-2	-2	0.8	0	-7	0	-0.5	7	i
COc1ccc(-c2nc3nc(SC)nn3cc2C)cc1F	0.2	0	0	-1.7	1	-7	3	-0.2	4	i
O=C(NCc1ccc2c(c1)OCO2)C1CC(c2cccc(Br)c2)=NO1 (configuration not stated)	-0.6	-2	-4	-0.1	-1	-8	4	-0.2	-2	i
COc1ccc(-c2cc3onc(-c4c(Cl)cccc4Cl)c3c(=O)n2C)cc1	2.4	-2	-5	2.5	-3	-18	0	-0.5	-2	i
COc1cccc2cc(C(=O)CS(=O)(=O)c3ccc(C(C)(C)C)cc3)c(=O)oc12	2.1	17	-4	0.1	2	-11	7	0.0	-9	i
CC(C(=O)N1CCCC1)N(c1ccccc1)S(C)(=O)=O (configuration not stated)	-0.1	-3	-5	-3.1	-2	x	4	-0.4	5	i
Cc1ccccc1C(=O)Oc1cc(N)n(S(=O)(=O)c2ccccc2)n1	0.3	5	-1	0.6	-2	-9	-2	-0.9	-2	i
CC(C)=CCC1=C(OCC(=O)O)C(=O)c2ccccc2C1=O	0.9	71*	-1	6.0	8	-4	12	1.2	27	i
CCCCc1nc2cc(C(=O)N3CCC(OCCOC)CC3)ccc2o1	-0.5	-1	-6	-0.9	3	-3	2	-0.3	1	i
O=c1[nH]n2cc(-n3cc([N+](=O)[O-])cn3)cnc2c1Br	2.0	1	-9	-0.1	-1	-5	-3	-0.4	-13	i
CCOC(=O)CSc1nnc(NC(=O)c2ccc3c(c2)OCO3)s1	0.3	-1	-4	0.2	-3	-2	-3	-0.4	-1	i
COc1ccccc1N1CCN(c2nc(N)c(C#N)c(CC#N)c2C#N)CC1	3.1	-1	0	-2.0	2	3	24	-1.1	3	i
O=C(O)C(=Cc1cccc([N+](=O)[O-])c1)c1ccccc1	-0.9	11	-1	-1.6	-2	x	0	0.3	-12	i
COc1ccccc1NC(=S)N1CCN(c2ccc(F)cc2)CC1	0.0	1	4	2.5	0	6	-6	-0.4	4	i
CCOC(=O)N1CCN(C(=O)COC(=O)c2cc(C)ccc2C)CC1	0.9	2	-3	-0.9	3	-10	5	-0.5	-2	i
CC(=O)NC1C(=O)Nc2c(C)cc(C)cc21 (configuration not stated)	-0.2	1	-5	-4.1	-9	2	-5	-0.8	-2	i
Cc1nccn1CC(=O)c1ccccc1	0.8	0	2	2.2	-3	x	-1	-0.1	2	i
Cc1nc2ccc(S(=O)(=O)NCC(=O)N3CCOCC3)cc2s1	-0.5	2	-4	-0.9	1	2	-5	-1.5	0	i
CCC(=O)Nc1ccccc1-c1nnn(CC(=O)N2c3ccccc3CC2C)n1 (configuration not stated)	1.0	0	3	0.3	-2	-11	2	-0.4	-2	i
CCOC(=O)COc1ccc(S(=O)(=O)N2CCN(c3ccccc3F)CC2)cc1	0.5	-4	1	0.1	4	0	5	-1.6	2	i

An excerpt from above in order of their number in MsrA inhibitor, descending:
SMILES	MsrA inhibitor	DNMT1 block	NadD block	LMPTP inh	STEP inh	Scp-1 inhibitor	CSN inh	TbMetRS inhib	SUMO1 PPI mod	Rpn11 block
COc1ccc(-c2cc3onc(-c4c(Cl)cccc4Cl)c3c(=O)n2C)cc1	2.4	-2	-5	2.5	-3	-18	0	-0.5	-2	i
O=c1[nH]n2cc(-n3cc([N+](=O)[O-])cn3)cnc2c1Br	2.0	1	-9	-0.1	-1	-5	-3	-0.4	-13	i
CCOC(=O)N1CCN(C(=O)COC(=O)c2cc(C)ccc2C)CC1	0.9	2	-3	-0.9	3	-10	5	-0.5	-2	i
COc1ccc(N2CC(C(=O)Nc3ccncc3)CC2=O)cc1 (configuration not stated)	0.7	-2	-2	0.8	0	-7	0	-0.5	7	i
CC(=O)NC1C(=O)Nc2c(C)cc(C)cc21 (configuration not stated)	-0.2	1	-5	-4.1	-9	2	-5	-0.8	-2	i
O=C(NCc1ccc2c(c1)OCO2)C1CC(c2cccc(Br)c2)=NO1 (configuration not stated)	-0.6	-2	-4	-0.1	-1	-8	4	-0.2	-2	i

Next part
SMILES	MsrA inhibitor	DNMT1 block	NadD block	LMPTP inh	STEP inh	Scp-1 inhibitor	CSN inh	TbMetRS inhib	SUMO1 PPI mod	Rpn11 block
COc1ccccc1OCC(=O)Nc1ccccc1C(=O)N1CCCCC1	-0.3	0	-2	-0.7	0	1	1	-0.4	-2	i
CCOc1ccc(C(=O)NCCCN(CC)CC)cc1	-0.2	1	-5	0.8	-2	-11	4	-0.4	12	i
O=C(NC1CC1)c1nc(Cn2cc([N+](=O)[O-])cn2)no1	-0.5	0	0	-1.8	-2	0	-2	0.4	-1	i
CC1=CC(=O)CC2C1(C)CCC(C)C2(C)CCC(C)CC(=O)O (configuration not stated)	0.4	4	-4	0.2	-2	18	0	-2.0	5	i
N#Cc1ccc(OCC(=O)NCC(c2cccs2)N2CCOCC2)cc1 (configuration not stated)	0.4	1	2	-9.7	-4	1	4	0.0	-9	i
COC(=O)[C@H](C)NC(=O)NCc1ccc(S(N)(=O)=O)cc1	1.5	0	1	0.5	-2	-7	0	0.5	-3	i
Cn1c(=O)oc2cc(S(=O)(=O)NCCC(=O)N3CCc4ccccc4C3)ccc21	x	0	3	-0.9	1	-5	-2	-1.2	4	i
Cc1ccc(C(=O)Nc2ccc(C)c(S(=O)(=O)N(C)C)c2)s1	0.8	-1	-2	-0.8	-2	-7	-11	-0.7	3	i
CC(=O)NN1C(=O)c2ccccc2NC1c1ccccc1 (configuration not stated)	0.7	8	-7	-1.5	2	4	-2	0.0	0	i
CCOC(=O)c1c(C)n2c3c(cc(C)cc13)CCC2	0.2	-1	-3	1.0	0	-7	1	-0.2	-2	i
O=C(c1ccc(Oc2ccc(C(F)(F)F)cn2)cc1)N1CCN(c2ccccc2)CC1	0.3	-7	1	2.3	2	-4	1	-0.9	4	i
COCC(C)NCc1cccc(OC)c1OC (configuration not stated)	0.2	1	3	0.0	0	-11	1	-0.4	-4	i
CN(CCc1ccccn1)C1CCCN(S(=O)(=O)c2ccccc2)C1 (configuration not stated)	1.8	2	2	1.3	2	-2	2	0.0	-6	i
Cc1ccc(NC(=O)Nc2ccon2)cc1Cl	-1.1	1	0	-0.5	-2	-2	-3	0.1	1	i
COc1ccccc1Nc1nc(N)nc(CN2CC(C)CC(C)C2)n1 (configuration not stated)	-1.6	-1	-2	-0.5	2	4	-10	0.0	-3	i
COC(=O)c1ccc(COC(=O)CNC(=O)c2ccco2)cc1	-1.0	6	-2	-1.3	1	-6	1	0.4	2	i
COc1ccc(-c2ccc(-c3noc(-c4ccccc4OC)n3)c(OC)n2)cc1	2.2	-7	-9	2.0	14	-8	-2	-0.2	13	i
Cc1nc(-c2ccc(S(=O)(=O)Nc3cc(S(=O)(=O)N(C)C)ccc3C)s2)cs1	-0.5	1	-10	0.6	-1	1	1	0.2	-13	i
COc1cc(C2SCC(=O)N2CCN2CCCCC2)ccc1O (configuration not stated)	-0.3	-1	-5	0.5	-1	-5	-3	-0.3	11	i
CCCn1nc(C(=O)NNC(=O)CSCC(=O)Nc2cc(C)on2)c2ccccc2c1=O	1.8	2	1	0.3	1	3	-1	-0.3	1	i
O=C(N1CCN(c2cccc(Cl)c2)CC1)C1(S(=O)(=O)c2ccc(Cl)cc2)CC1	-0.2	-8	-5	1.1	-1	-6	5	-0.1	3	i
CCCCc1nc2cc(C(=O)NC3CCOC(C)(C)C3)ccc2o1 (configuration not stated)	0.3	2	-3	-0.9	-1	-3	-5	-0.2	1	i
O=C(NCCC1=CCCCC1)c1ccc([N+](=O)[O-])cc1	0.5	16	-4	0.5	2	2	-3	0.7	-21	i
CCNC(=S)N/N=C/c1ccc(-c2ccccc2)o1	2.8	2	2	0.8	-2	0	4	-1.1	-12	i
CC(C)CC(=O)N1CCN(Cc2ccccc2Br)CC1	-1.3	0	0	-2.4	-3	-9	4	0.2	3	i
COCOc1ccc(-c2oc3c(C/C=C(\C)CCC=C(C)C)ccc(O)c3c(=O)c2OCOC)c(OCOC)c1	x	-3	-7	1.5	-3	-1	2	-0.2	0	i
CCc1nnc(NC(=O)c2ccc(COc3ccccc3C)o2)s1	-0.2	2	-5	3.3	1	-11	0	-0.4	2	i
O=C(Nc1ccccc1C(=O)O)c1ccc(Br)o1	3.0	3	-2	-0.9	2	-2	-2	-0.6	9	i
COc1ccc(CNC(=O)COC(=O)[C@H](Cc2c[nH]c3ccccc23)NC(=O)c2cccs2)cc1	-0.4	-11	-2	-1.0	0	-14	2	0.5	1	i
COc1ccccc1NS(=O)(=O)c1ccc2c(c1)n(C)c(=O)n2C	-0.6	1	-4	0.6	-2	-1	-1	-0.4	1	i
N#CC1(C#N)C(C(=O)C23CC4CC(CC(C4)C2)C3)C12CCOCC2 (configuration not stated)	-0.6	1	2	-0.9	0	-1	0	-0.1	-5	i
CS(=O)(=O)N(CC(=O)NC1CCCCCC1)Cc1ccccc1	0.3	5	-1	-1.3	-3	-4	1	-0.4	-3	i
CC(=O)c1c(C)[nH]c(C(=O)COC(=O)c2c(-c3ccccc3)noc2C)c1C	0.3	-2	-6	-0.3	-1	0	2	-0.3	1	i
COC(=O)[C@@H]1C[C@@]2(O)[C@@H](O)[C@@H](O)[C@@H](O)C[C@H]2N1Cc1cc(OC)cc(OC)c1	0.3	0	0	-1.6	1	4	-4	-0.4	3	i
O=C(C[n+]1ccccc1)N/N=C/c1cccc(Cl)c1Cl	0.7	3	-6	-1.1	-1	-8	5	-1.4	-16	i
O=C(CNCc1ccc(F)cc1)Nc1ccccc1-c1ccccc1	0.7	-2	-4	-0.1	0	-5	0	-0.8	2	i
Nc1ccc2c(c1)C(=O)C(=O)c1ccccc1-2	1.0	120*	6	48	59*	5	51*	22*	48*	i
Cc1sc2ncn(CCC(=O)O)c(=O)c2c1C	0.1	1	8	-0.8	-1	-5	-5	-1.1	3	i
